Bioassay records as filed in PubChem BioAssay.
SMN2 splice enh = enhancers of SMN2 splice variant expression; HEK293 SMN2-luciferase splicing reporter, luminescence, 30-36 h; 210,000 compounds, 2.8% hits; Potency, µM (doses to about 46.1 µM), without a hit: at the top dose activity change, positive = activation, most hits filed as activators; further: % of control where 0% means no effect; nearly all actives have a fitted effect of over 55% in size
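qHTS luciferase splicing reporter: luminescence rises when SMN2 exon 7 is included in transfected HEK293 cells. Compound exposure lasted 30-36 h at 37C, with 4.5 mM final sodium butyrate as control, followed by a ONE-Glo read.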
KinaseGlo FLuc = counter-screen: inhibitors of Kinase-Glo firefly luciferase | AID 1379 | Q27757 | Kinase-Glo luciferase, ATP luminescence, 8 min | 200,000 compounds, 0.28% hits | Potency, µM (doses to about 38.3 µM), for the others: top-dose activity change, negative = inhibition, usual class: inhibitors; further: on the % scale 0 is the no-effect control and ±100 the full control effect; nearly all actives have a fitted effect of over 60% in size
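Inhibition of Kinase-Glo luciferase light generation was assessed at 10 uM ATP in pH 7.2 imidazole buffer, with luminescence measured after eight minutes at ambient temperature.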
JMJD2E inh = blocks human JMJD2E demethylase activity; JMJD2E catalytic domain, FDH-coupled NADH fluorescence (FDH is formaldehyde dehydrogenase); Potency, µM (doses to about 57.1 µM), for the others: at the highest dose activity change, negative = inhibition, hits mostly inhibitors; AID 2147; 230,000 compounds, 1.6% hits; active means well fitted inhibition curve with a large enough effect, not every such curve was filed as active; inconclusive means small, poorly fitted or top-dose-only effect, or another doubt; inactive means no such curve, though single readings can be large or run the other way;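 further: 0% = wells with enzyme and -100% = buffer wells without enzyme; nearly all actives have a fitted effect of over 50% in size; many of its hits are not listed in these tables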
Target sequence (B2RXH2 1-337 limits assumed): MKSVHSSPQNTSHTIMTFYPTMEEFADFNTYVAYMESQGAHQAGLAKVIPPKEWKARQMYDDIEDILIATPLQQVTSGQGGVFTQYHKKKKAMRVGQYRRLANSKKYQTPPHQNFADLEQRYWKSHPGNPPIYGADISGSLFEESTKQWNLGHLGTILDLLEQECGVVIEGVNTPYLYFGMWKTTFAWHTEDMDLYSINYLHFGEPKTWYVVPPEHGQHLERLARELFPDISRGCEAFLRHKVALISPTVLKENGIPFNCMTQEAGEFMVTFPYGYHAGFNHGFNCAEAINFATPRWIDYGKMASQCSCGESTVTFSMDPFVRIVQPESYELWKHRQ
RECQ1 inh = inhibitors of human RECQ1 DNA helicase; P46063; RECQ1 DNA unwinding, red fluorescence kinetic read; AID 2549; Potency, µM (top dose mostly 57.3 µM), inactives show at the top dose activity, negative = inhibition, most hits filed as inhibitors; 240,000 compounds, 0.54% hits;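 further: plate controls were vehicle for no effect and no enzyme for full effect; nearly all actives have a fitted effect of over 30% in size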
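50 nM RECQ1T1 preincubated 15 min with compound in Tris pH 8.0 buffer with MgCl2, DTT, Tween-20 and 2.5 ug/ml poly(dI-dC); started with 200 nM TAMRA/BHQ-2 forked duplex and 2 mM ATP. Unwinding read as fluorescence (525/598 nm), two reads 2 h apart.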
Tau ThT inhib = inhibitors of human tau fibril formation, thioflavin T binding; P10636; recombinant tau K18 P301L (four-repeat tau fragment), heparin-induced fibrillization, ThT fluorescence; Potency, µM (titrated, usually from 57.4 µM), without a hit: at the top dose activity, negative = inhibition, usual class: inhibitors; 270,000 compounds, 2.1% hits; further: on the % scale 0 is the no-effect control and ±100 the full control effect; nearly all actives have a fitted effect of over 55% in size
Target sequence (P10636 561-689 P618L limits assumed): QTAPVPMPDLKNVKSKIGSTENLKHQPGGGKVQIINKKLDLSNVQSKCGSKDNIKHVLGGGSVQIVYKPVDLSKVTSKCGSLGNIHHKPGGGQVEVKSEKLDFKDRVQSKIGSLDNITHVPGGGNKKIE
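K18 P301L tau (15 uM + 0.24 uM Alexa 594-tagged), heparin 20 uM, NaOAc pH 7, 6 h 37 C; ThT 30 uM, 1 h RT, ex 450/em 510 nm.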
ALDH1A1 block = ALDH1A1 (human) enzyme inhibition; Purified ALDH1A1, NADH fluorescence, propionaldehyde substrate; 220,000 compounds, 7.3% hits; P00352; Potency, µM (titrated, usually from 75.3 µM), for the others: at the highest dose activity, negative = inhibition, actives largely listed as inhibitors; active means well fitted inhibition curve with a large enough effect, not every such curve was filed as active; inconclusive means small, poorly fitted or top-dose-only effect, or another doubt; inactive means no such curve, though single readings can be large or run the other way;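 further: plate controls were no enzyme wells and a reference inhibitor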
Target sequence (P00352 whole entry, looked up): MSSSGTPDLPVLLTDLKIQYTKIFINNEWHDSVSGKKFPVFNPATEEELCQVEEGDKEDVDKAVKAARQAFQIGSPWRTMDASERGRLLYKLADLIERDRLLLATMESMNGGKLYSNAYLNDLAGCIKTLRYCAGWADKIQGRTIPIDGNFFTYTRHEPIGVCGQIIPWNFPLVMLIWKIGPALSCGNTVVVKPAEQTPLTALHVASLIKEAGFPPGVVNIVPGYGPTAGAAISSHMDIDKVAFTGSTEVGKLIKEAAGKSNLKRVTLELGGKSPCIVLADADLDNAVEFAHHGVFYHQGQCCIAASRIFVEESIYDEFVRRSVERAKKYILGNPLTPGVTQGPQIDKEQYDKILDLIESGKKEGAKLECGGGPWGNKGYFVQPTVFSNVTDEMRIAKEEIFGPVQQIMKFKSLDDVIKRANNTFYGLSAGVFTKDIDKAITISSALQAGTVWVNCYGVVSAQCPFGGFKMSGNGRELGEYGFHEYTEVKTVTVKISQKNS
L3MBTL1 inh = inhibitors of human L3MBTL1; 230,000 compounds, 0.66% hits; Potency, µM (doses to about 57.1 µM), inactives show at the top dose activity, negative = inhibition, usual class: inhibitors; AlphaScreen L3MBTL1–H3K9me1 peptide binding; further: on the % scale 0 is the no-effect control and ±100 the full control effect; nearly all actives have a fitted effect of over 60% in size
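First, the protein-peptide complex forms for 30 min at room temperature (L3MBTL1 50 nM, biotinylated H3K9me1 peptide 75 nM). Next, compounds are pin-transferred and incubated 30 min. Finally, AlphaScreen beads are added and read after 30 min.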
Lamin A splicing = changes lamin A minigene splicing in HeLa cells. HeLa LMNA splicing GFP/RFP minigene ratio, 48 h. Potency, µM (doses to about 46.1 µM), without a hit: at the highest dose ratio change, negative = inhibition, usual class: inhibitors. 200,000 compounds, 0.01% hits; active means well fitted inhibition curve with a large enough effect in the signal ratio, with a control signal flat, not every such curve was filed as active; inconclusive means small, poorly fitted or top-dose-only effect, or effect the other way, or a change in a side signal; the % refers to the signal ratio; further: on the % scale 0 is the no-effect control and ±100 the full control effect
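S3 HeLa cells stably expressing lamin A-EGFP splicing minigene plus DsRed2, 600 cells/well, 48 h compound exposure at 37C. Laser-scanning cytometry; analysed as GFP (500-530 nm)/RFP (575-640 nm) total intensity ratio; 0.5% DMSO vehicle.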
The depositor's hits bear a star; i = inactive; ? = inconclusive; . = not tested or not shown; [ ] = dose if it differs, or a comment. Unless noted, the call rests on the fitted dose curve; in most records, active means well fitted curve in the direction sought with a large enough effect; inconclusive means small, poorly fitted or top-dose-only effect, or another doubt; inactive means no such curve, though single readings can be large; an effect the other way counts as inactive or inconclusive. Potency means the concentration at half of the fitted maximal effect.

SMILES | SMN2 splice enh | KinaseGlo FLuc | JMJD2E inh | RECQ1 inh | Tau ThT inhib | ALDH1A1 block | L3MBTL1 inh | Lamin A splicing
COc1ccc(Cn2nnnc2CN2CCc3ccccc32)cc1 | 27% | 0% | -4% | -5% | -14% | ? | . | 4%
C=CCN(c1ccc(C(=O)N2CCN(c3ccc(F)cc3)CC2)cc1)S(C)(=O)=O | -36%[inhibitor] | 0% | 7% | 0% | -15% | -3% | 8% | ?
Cc1nc(N2CCCCC2)sc1C(=O)c1ccc(Cl)c([N+](=O)[O-])c1 | -1% | 2% | -18% | -6% | ? | 7.9µM* | -22% | ?
COc1cc(-c2c(C#N)c(=O)[nH]c3c2c(C)nn3-c2ccccc2)ccc1O | 0% | 0% | ? | 7% | -5% | ? | -4% | ?
CC(C)(C)c1ccc(OCCNC(=S)NC(=O)c2cccnc2)cc1 | -11% | -2% | -8% | -13% | ? | ? | -9% | ?
COc1ccc(C2NC(=O)c3n[nH]c(C)c32)c(OC)c1 (configuration not stated) | -4% | -1% | -6% | -11% | 2% | 15% | 12% | -1%
O=C(NC1CCS(=O)(=O)C1)C1CCCN(S(=O)(=O)c2ccc(Cl)cc2)C1 (configuration not stated) | -18% | 1% | 1% | -4% | -3% | -12% | -4% | -5%
CC(C)(C)C(=O)NC(=S)Nc1ccccc1C(=O)Nc1ccccc1 | -11% | -3% | -8% | -2% | 2% | 25µM* | 0% | 2%
CC1CCC2(CC1)NC(=O)N(CC(=O)c1cccn1C)C2=O (configuration not stated) | 2% | -1% | 0% | -1% | 4% | 14% | -5% | -11%
CCCc1c2ccccc2nc2ccccc12 | 15% | 0% | ? | -3% | -1% | ? | 19% | 5%
CC12CCC(C(=O)Nc3nccs3)(OC1=O)C2(C)C (configuration not stated) | 6% | 5% | 6% | -1% | -3% | 18% | 2% | 12%
COc1cccc(C(=O)C2CCCN(Cc3cn(C)nc3-c3ccccc3)C2)c1 (configuration not stated) | . | . | -5% | i | 5% | 4% | -14% | .
Cc1sc2ncnc(N3CCN(c4ncccn4)CC3)c2c1C | -26% | 0% | -1% | i | ? | ? | 0% | ?
CS(=O)(=O)N(CC(=O)Nc1ccc2c(c1)OCO2)c1ccc(Cl)cc1 | 0% | 0% | -13% | -10% | 4% | 12% | 24% | -4%
O=C(Nc1ccc2c(c1)OCCO2)c1cnc2n(c1=O)CCS2 | 20µM* | -3% | -2% | -3% | ? | -14% | 8% | -11%
CC1=NCCN1S(=O)(=O)c1cccc([N+](=O)[O-])c1 | . | . | -2% | i | -5% | 9% | 3% | .
COc1cccc(NC(=O)c2cc3c(=O)n4ccccc4nc3n(CC(C)C)c2=N)c1 | -16% | 0% | -1% | -4% | -5% | 1% | . | -24%[46 µM]
CCOC(=O)C1(Cc2ccccc2)CCCN(CCCn2cccn2)C1 (configuration not stated) | . | -1% | 4% | i | 9% | 9% | 2% | -11%[46 µM]
CC1(C)CC(=O)C2=C(C1)N1CCCCC1CC2=O (configuration not stated) | -12% | -1% | -1% | -7% | 9% | 8% | 48%[activator] | 8%
CN(CCO)C(=O)C(c1ccccc1)c1ccccc1 | . | . | 4% | -1% | -13% | . | 8% | .

10 structures from above, arranged by heavy-atom count, falling:
SMILES | SMN2 splice enh | KinaseGlo FLuc | JMJD2E inh | RECQ1 inh | Tau ThT inhib | ALDH1A1 block | L3MBTL1 inh | Lamin A splicing
COc1cccc(NC(=O)c2cc3c(=O)n4ccccc4nc3n(CC(C)C)c2=N)c1 | -16% | 0% | -1% | -4% | -5% | 1% | . | -24%[46 µM]
COc1cccc(C(=O)C2CCCN(Cc3cn(C)nc3-c3ccccc3)C2)c1 (configuration not stated) | . | . | -5% | i | 5% | 4% | -14% | .
COc1cc(-c2c(C#N)c(=O)[nH]c3c2c(C)nn3-c2ccccc2)ccc1O | 0% | 0% | ? | 7% | -5% | ? | -4% | ?
CCOC(=O)C1(Cc2ccccc2)CCCN(CCCn2cccn2)C1 (configuration not stated) | . | -1% | 4% | i | 9% | 9% | 2% | -11%[46 µM]
CS(=O)(=O)N(CC(=O)Nc1ccc2c(c1)OCO2)c1ccc(Cl)cc1 | 0% | 0% | -13% | -10% | 4% | 12% | 24% | -4%
Cc1nc(N2CCCCC2)sc1C(=O)c1ccc(Cl)c([N+](=O)[O-])c1 | -1% | 2% | -18% | -6% | ? | 7.9µM* | -22% | ?
Cc1sc2ncnc(N3CCN(c4ncccn4)CC3)c2c1C | -26% | 0% | -1% | i | ? | ? | 0% | ?
CN(CCO)C(=O)C(c1ccccc1)c1ccccc1 | . | . | 4% | -1% | -13% | . | 8% | .
CC12CCC(C(=O)Nc3nccs3)(OC1=O)C2(C)C (configuration not stated) | 6% | 5% | 6% | -1% | -3% | 18% | 2% | 12%
CC1=NCCN1S(=O)(=O)c1cccc([N+](=O)[O-])c1 | . | . | -2% | i | -5% | 9% | 3% | .

(continued)
SMILES | SMN2 splice enh | KinaseGlo FLuc | JMJD2E inh | RECQ1 inh | Tau ThT inhib | ALDH1A1 block | L3MBTL1 inh | Lamin A splicing
COC(=O)c1nnn(CC(=O)Nc2ccc(C)c(F)c2)c1C(=O)OC | -3% | 1% | -2% | -12% | 1% | 6% | 9% | -2%
O=C(O)C1CCCCN1S(=O)(=O)c1ccc(Cl)s1 (configuration not stated) | -19% | 11% | -1% | -6% | -11% | 16µM* | . | 2%
Cc1ccc(OCC(=O)NNC(=S)NCc2ccccc2)cc1 | 3% | -6% | -16% | i | ? | -2% | -12% | ?
Cc1ccc(C)c(N(CC(=O)Nc2ccccc2C(=O)NCc2ccco2)S(=O)(=O)c2ccccc2)c1 | -15% | 0% | 4µM* | -3% | -10% | ? | ? | -7%
Cc1ccc(C(=O)CSc2nnc(-c3ccco3)n2Cc2ccccc2)cc1 | 19% | -8% | 0% | -1% | -19% | 0% | -2% | ?
CCc1ccc(OCC(=O)N/N=C(\C)c2ccc(OC(F)F)cc2)cc1 | 7% | -4% | -1% | -4% | -11% | 20% | 8% | 1%
O=C1c2ccccc2C(=O)N1CCN1CCCCC1 | 78% | -1% | -6% | -1% | 1% | -5% | . | 6%
CCNC(=S)NS(=O)(=O)c1ccccc1 | 13% | -3% | ? | -4% | -2% | -13% | -4% | 11%
Cc1cc(=O)cc(C)[nH]1 | -3% | 4% | 7% | -2% | -12% | -2% | 0% | 1%
CCc1nnc(NC(=O)CSc2nc3cccnc3n2Cc2ccccc2)s1 | -8% | -1% | 1% | -3% | -4% | -2% | -5% | ?
CN(C)c1ccc(NC(=O)CCCc2ccccc2)cc1 | 16µM* | -1% | -3% | i | ? | ? | 0%[11.4 µM] | -2%
CC(C)c1ccccc1NC(=O)Cn1c(-c2ccccc2Cl)nc2ccccc21 | -22% | -1% | 4% | 1% | 7% | -10% | -6% | 7%
CN(CC(=O)O/N=C(\N)c1ccccn1)S(=O)(=O)c1ccc(Br)cc1 | 0% | -1% | 6% | -9% | -4% | -3% | 0% | -8%
Cc1ccc2nsnc2c1S(=O)(=O)N(Cc1ccco1)Cc1cc2cccc(C)c2[nH]c1=O | -6% | -6% | -15% | 0% | -13% | ? | -3% | -6%
CCCOc1ccc(C(O)CCNC(CC(=O)O)c2ccccc2)cc1 (configuration not stated) | ? | 1% | -6% | -7% | -4% | ? | 4% | -12%
C/C(=N\NC(=O)c1c(Cl)c(C)nn1C)c1cccc(NC(=O)COc2ccccc2)c1 | . | . | ? | -1% | -14% | ? | 12% | 0%
CC(=O)Nc1ccc(N2CCN(C(=O)c3cccs3)CC2)cc1 | -14% | 0% | 6% | -6% | -17% | 8% | 4% | -2%
COC(=O)Cn1c(=NC(=O)C2COc3ccccc3O2)sc2cc(S(N)(=O)=O)ccc21 (configuration not stated) | -2% | -2% | -8% | ? | 4% | -1% | 6% | -6%
CCOC(=O)c1ccc(NC(=O)C(=O)NCC2(c3ccc(OC)cc3)CCOCC2)cc1 | . | . | -3% | i | -12% | . | 47%[activator] | .
Cc1[nH]n(-c2ccccc2)c(=O)c1C=NCc1ccncc1 | . | . | -16% | i | -5% | . | -6% | .
CCOC(=O)c1nc(Nc2ccccc2)c2ccccc2n1 | -28% | 0% | -9% | -3% | -8% | -2% | . | 5%
CCN(CC(=O)Nc1ccc2c(c1)OCCO2)Cc1cc(=O)oc2c(C)c(C)ccc12 | 1% | -4% | -17% | -6% | 7% | 16µM* | 6% | 6%
COC(=O)c1cccc(NC(=O)CCc2cc(OC)c(OC)c(OC)c2)c1 | -28% | -3% | 2% | i | -4% | -2% | -2% | ?
O=C(NCC(O)c1ccccc1)c1cccc(S(=O)(=O)N2CCOCC2)c1 (configuration not stated) | ? | 2% | -5% | i | 4% | 10% | 40%[activator][11.4 µM] | 2%
CN1CCN(Cc2c(O)ccc3occ(C(=O)c4ccccc4)c23)CC1 | 8% | 4% | 4% | 1% | -11% | 0% | -10% | -16%
CC(=O)CCC(=O)NCCc1ccccc1F | . | 2% | 0% | -2% | -1% | -8% | . | -8%
CC(C)(C)NC(=O)CN1C(=O)/C(=C/c2ccccc2)SC1=S | -10% | -2% | 6% | -16% | -5% | 8% | ? | .
N#CC(Cc1ccc(OC(F)F)cc1)c1nc2ccccc2[nH]1 (configuration not stated) | ? | -4% | -30% | -1% | -9% | -1% | 8% | ?
Cc1ccc(NC(=O)c2cccc(Cl)c2)nc1 | 5% | 11µM* | 1% | 9% | 0% | ? | -4% | -4%
CCn1c(SCC(N)=O)nnc1C(C)C | -15% | 3% | 2% | -4% | 5% | 7% | . | .
Cc1nc2sc3c(O)cc(=O)[nH]c3c2c(C)c1C | 0% | -3% | ? | -1% | -14% | ? | . | 6%

The list is partial; the hit share may differ from the screen's.
